# Compound activity (PubChem)
# M4 PAM – human M4 muscarinic receptor positive allosteric modulators, primary screen, CHO-K1 cells, Fluo-8 calcium fluorescence | CHO-K1 hM4/Gqi5, ACh EC20; 0% = ACh EC20, 100% = maximal ACh | activation, % at 3 µM | 360,000 tested, 0.4% active;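 active = activation above its plate's cutoff, the mean activation of sample wells plus 3 SD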; also: some results filed as inactive read as strong as hits
# Target sequence (P08173 whole entry, looked up): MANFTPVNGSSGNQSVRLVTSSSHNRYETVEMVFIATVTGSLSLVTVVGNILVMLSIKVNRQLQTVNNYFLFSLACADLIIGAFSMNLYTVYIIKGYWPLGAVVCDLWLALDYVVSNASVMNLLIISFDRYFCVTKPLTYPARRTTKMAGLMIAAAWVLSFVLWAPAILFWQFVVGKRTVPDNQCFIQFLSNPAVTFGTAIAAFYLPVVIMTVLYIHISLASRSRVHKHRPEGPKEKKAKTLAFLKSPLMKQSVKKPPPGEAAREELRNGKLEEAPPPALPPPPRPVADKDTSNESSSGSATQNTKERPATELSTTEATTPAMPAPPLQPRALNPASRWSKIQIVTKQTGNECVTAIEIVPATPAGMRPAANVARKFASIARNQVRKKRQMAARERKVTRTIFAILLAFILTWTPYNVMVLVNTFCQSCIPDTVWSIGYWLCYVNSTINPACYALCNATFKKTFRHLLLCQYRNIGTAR
# CHO-K1 Ca antag – nonselective inhibitor or artifact in parental CHO-K1 cells | ATP-induced calcium, Fluo-8 fluorescence | inhibition, % at 3 µM | 360,000 tested, 0.6% active | AID 602250;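 active = inhibition above a per-plate cutoff, the plate's mean sample inhibition plus 3 SD, cut at about 24% in these data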;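 also: 0% = DMSO plus EC80 ATP and 100% = DMSO alone without ATP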
# M5 PAM – human M5 muscarinic receptor positive allosteric modulators, primary screen, CHO-K1 cells, Fluo-8 calcium fluorescence; Muscarinic acetylcholine receptor M5 (Homo sapiens), P08912; CHO-K1 hM5, ACh EC20 PAM; 0% = ACh EC20, 100% = ACh EC100; activation, % at 3 µM; 360,000 tested, 0.3% active; AID 624038, 2012;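 active = activation above the run cutoff, the mean activation of all test compounds plus 3 SD, cut at about 18% in these data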
# Target sequence (P08912 whole entry, looked up): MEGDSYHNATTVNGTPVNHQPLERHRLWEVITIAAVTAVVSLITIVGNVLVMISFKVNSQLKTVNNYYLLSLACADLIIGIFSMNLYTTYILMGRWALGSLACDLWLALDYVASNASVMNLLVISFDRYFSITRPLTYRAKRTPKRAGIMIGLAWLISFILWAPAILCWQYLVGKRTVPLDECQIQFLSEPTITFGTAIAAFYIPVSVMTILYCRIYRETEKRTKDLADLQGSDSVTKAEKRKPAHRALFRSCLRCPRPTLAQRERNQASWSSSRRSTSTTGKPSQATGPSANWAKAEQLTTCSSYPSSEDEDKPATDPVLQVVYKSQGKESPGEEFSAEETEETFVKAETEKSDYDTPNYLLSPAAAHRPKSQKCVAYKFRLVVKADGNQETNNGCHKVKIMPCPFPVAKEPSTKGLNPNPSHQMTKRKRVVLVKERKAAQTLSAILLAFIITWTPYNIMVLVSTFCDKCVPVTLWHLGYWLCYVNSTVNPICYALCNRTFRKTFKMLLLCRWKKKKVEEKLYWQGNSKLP
#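 system = human M5 receptor in CHO-K1 cells | compound = one concentration, 3 µM final (nominal) | schedule = Post-acetylcholine fluorescence recording 140 s | signal = Fluo-8 calcium dye fluorescence, kinetic read | benchmarks = low control EC20 acetylcholine (0%), high control EC100 acetylcholine (100%) | repeats = singlicate, one well per test compound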
# M1 ag parental – counter-screen for M1 agonists: effect in parental CHO-K1 cells; 360,000 tested, 0.48% active; Fluo-8 calcium fluorescence; scaled to maximal ATP response, vehicle zero; AID 602248, 2012; activation, % at 3 µM; in the data active = activation above about 15%;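 also: untransfected CHO-K1 host cells lacking M1 receptor as counterscreen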
# M4 ag – human M4 muscarinic receptor agonists, primary screen, CHO-K1 cells, Fluo-8 calcium fluorescence. AID 624127, 2012. CHO-K1 hM4/Gqi5; vehicle 0%, full acetylcholine response 100%. activation, % at 3 µM. Muscarinic acetylcholine receptor M4 (Homo sapiens), P08173. 360,000 tested, 0.14% active;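 active = activation above the run mean over all test wells plus 3 SD, cut at about 32% in these data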;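 also: peak over basal fluorescence ratio per well then scaled between controls; 0% = DMSO wells and 100% = acetylcholine at EC100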
# CHRM5 agonist – human M5 muscarinic receptor agonists, primary screen, CHO-K1 cells, Fluo-8 calcium fluorescence; 360,000 tested, 0.19% active; activation, % at 3 µM; Muscarinic acetylcholine receptor M5 (Homo sapiens), P08912; CHO-K1 hM5 cells; 0% DMSO wells, 100% maximal acetylcholine response;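 active = activation above the run's mean over test compounds plus 3 SD, cut at about 23% in these data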;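 also: signal is peak over basal fluorescence ratio across the kinetic read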
# CHO-K1 Ca PAM – nonselective calcium activators in parental CHO-K1 cells, primary screen, counter-screen for M1 PAM project, cell-based, Fluo-8 calcium fluorescence, full deck, 1536-well | activation, % at 3 µM | ATP EC20; 0% at ATP EC20, 100% at ATP max | 360,000 tested, 0.02% active;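 active = activation above the run cutoff, the mean activation of all test compounds plus 3 SD, cut at about 40% in these data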;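 also: peak over basal fluorescence ratio in a 140 s read after ATP addition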
# CHRM5 antagonist – human M5 muscarinic receptor antagonists, primary screen, CHO cells, Fluo-8 calcium fluorescence; AID 624040, 2012; 360,000 tested, 0.59% active; inhibition, % at 3 µM; Muscarinic acetylcholine receptor M5 (Homo sapiens), P08912; CHO-hM5 cells, ACh EC80;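 active = inhibition above a per-plate cutoff, the mean of that plate's test compounds plus 3 SD, cut at about 27% in these data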;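 also: 0% = acetylcholine EC80 with DMSO and 100% = DMSO without agonist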
# CHRM4 antagonist – human M4 muscarinic receptor antagonists, primary screen, CHO cells, Fluo-8 calcium fluorescence; Muscarinic acetylcholine receptor M4 (Homo sapiens), P08173; CHO-hM4 cells, ACh EC80; inhibition, % at 3 µM; 360,000 tested, 0.73% active; AID 624125, 2012;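 active = inhibition above its plate's cutoff, the mean inhibition of sample wells plus 3 SD, cut at about 27% in these data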;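 also: 0% = acetylcholine EC80 with DMSO and 100% = DMSO without agonist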
# * hit, by the source's call; / = no result given.
SMILES,M4 PAM,CHO-K1 Ca antag,M5 PAM,M1 ag parental,M4 ag,CHRM5 agonist,CHO-K1 Ca PAM,CHRM5 antagonist,CHRM4 antagonist
CC(=O)N1CCCc2cc(S(=O)(=O)CCC(=O)N3CCN(c4ccccc4)CC3)ccc21,3,2,-2,0.3,3,1,5,-1,-8
C=CCn1c(COc2ccccc2)nnc1SCC(=O)N/N=C/c1cc(Cl)ccc1O,-3,18,-1,-0.1,0,-5,-10,-10,0
CCCc1nnc(NC(=O)CCC(=O)N2CCC(Cc3ccccc3)CC2)s1,13,-15,12,0.3,1,-2,10,-19,-6
CC(C)Nc1nc(NC(C)(C)C)nc(Oc2ccc(=O)n(C)n2)n1,0,-9,3,2.8,2,7,-1,5,0
O=C(NCc1cccnc1)c1ccc(CN2CCc3ccccc3C2)cc1,-1,-7,4,0.7,1,-11,18,3,-3
CCOC(=O)c1sc(NC(=O)CN2CC(C)OC(C)C2)nc1C (configuration not stated),3,-9,-4,0.0,0,0,17,2,4
CC(NC(=S)NC(=O)c1cccs1)c1ccccc1 (configuration not stated),7,-8,12,-0.9,-1,-2,14,-1,-17
CCn1c(C)cc(/C=C2/NC(=O)N(Cc3ccccc3F)C2=O)c1C,3,-1,3,-0.1,1,1,9,5,-3
S=C(Nc1ccccc1)Nn1cnnc1,6,12,2,-0.8,1,1,-6,-8,-6
Clc1ccc(-c2nc3ncccn3c2Nc2ccc3c(c2)OCCO3)cc1,5,3,-2,-0.2,0,-3,15,2,-12
CC(C)(C)n1nnnc1C(c1cccnc1)N(Cc1ccccc1)Cc1cccs1 (configuration not stated),0,-7,-2,0.4,-2,-9,7,6,-5
CC(C)CN(C(=O)COC(=O)CSc1ccccc1)c1c(N)n(Cc2ccccc2)c(=O)[nH]c1=O,5,-12,2,0.1,0,1,0,-3,-17
Cc1cc(NC(=O)CSCC(=O)Nc2nc3ccc(F)cc3s2)no1,7,-15,-3,0.5,1,0,4,3,-1
COc1ccc(/C=C2\SC(=O)N(CC(=O)NC3C=CS(=O)(=O)C3)C2=O)cc1 (configuration not stated),-1,-18,-1,2.0,1,-2,4,2,6
CCn1cc(C(=O)NCCCN2CCCC2)c(=O)c2cc(S(=O)(=O)N3CCc4ccccc4C3)ccc21,-15,-12,7,0.2,1,-11,10,1,-3
CC(c1ccccc1)n1c(SCC(=O)Nc2ccccc2)n[nH]c1=O (configuration not stated),6,-13,0,2.0,2,0,-2,6,4
CN(C)c1cccc(C(=O)OCC(=O)N(C)c2ccccc2)c1,-15,7,-3,0.5,3,2,-25,2,8
COc1cc2oc(=O)cc(CN3CCN(c4ccccc4F)CC3)c2cc1Cl,-1,-14,4,0.4,1,1,6,4,-3
COc1ccc(CNC(=O)[C@@H](C)NC(=O)C2CCN(C(=O)[C@@H](N)CCSC)CC2)cc1,5,-5,0,0.2,0,1,5,1,4
CCCCCN(C(=O)CCC(=O)OCC(=O)Nc1ccc(C)cc1F)c1c(N)n(CCCC)c(=O)[nH]c1=O,7,-18,-2,-0.2,1,-4,17,9,-6
CCOC(=O)N/N=C/c1ccc(F)cc1,5,-4,0,-0.4,0,2,-5,-9,-3
O=C(NCc1ccccn1)c1cccc(NS(=O)(=O)c2ccc(Br)cc2)c1,-2,-7,1,3.0,4,8,25,0,4
Nc1nc(-c2ccc3c(c2)CCCC3)cs1,12,-6,20*,-0.7,-2,-2,11,10,-15
CN(CC(O)CON=C1c2ccccc2-c2ccccc21)S(=O)(=O)c1ccc(Br)cc1 (configuration not stated),-20,19,-5,-0.3,1,0,-6,11,12
COc1ccc(C(=O)NCC(=O)OCC(=O)NC(=O)NC2CCCCC2)cc1OC,4,-4,-11,0.1,1,-3,8,-9,-10
CC1=C(C(=O)N2CCCCCC2)CC(CC(=O)NCCc2ccccn2)C(=O)N1Cc1ccc(F)cc1 (configuration not stated),1,-13,-4,0.3,1,0,-1,1,-2
COc1ccc(NC(=O)CN2CCN(c3ccccc3)CC2)cc1,0,5,2,-0.1,1,0,3,-7,-8
O=C(OCC(=O)N1CCCC1)c1ccc(Cl)nc1,12,-26,5,1.2,/,3,18,-4,-6
CC[C@]12c3[nH]c4cc(-c5ccco5)ccc4c3CCN1C(=O)[C@@H](CC(=O)NCCCn1ccnc1)C[C@@H]2C(=O)N1CCN(C(=O)C2CC2)CC1,4,-4,1,0.3,-1,-3,-11,-7,-3
CCC(=O)N1CCc2cc(Br)c(S(=O)(=O)NCCN3CCCCC3CC)cc21 (configuration not stated),1,-15,6,0.8,0,-9,20,-4,-14
CCOc1ccc(CCNc2nc3c(c(=O)n(C)c(=O)n3C)n2CC)cc1OCC,-3,-9,1,3.0,0,2,23,0,-2
COc1ccc(OC2C(=O)N(c3ccc(C)c(C)c3)C2c2ccc(OC)c(OC)c2)cc1 (configuration not stated),-10,-3,1,2.4,2,-5,22,-6,-1
CC1(C)NC(=O)N(CCOCCOc2ccccc2-c2ccccc2)C1=O,-9,-7,5,0.5,3,-3,3,-3,-11
CN(CC(=O)Nc1ccccc1C(F)(F)F)C(=O)c1ccc(N2C(=O)CCC2=O)cc1,8,-6,4,1.8,1,2,10,0,-18
O=C(NCCc1ccccc1)C1CCCN1C(=O)NCc1ccccc1 (configuration not stated),12,-14,-3,0.3,1,-4,19,2,-5
CCCc1cc(=O)oc2c(C)c(OCC(=O)N3CCC(C(=O)O)(c4ccccc4)CC3)ccc12,5,9,-3,-0.2,1,2,1,1,-10
OCC#Cc1ncc(C(F)(F)F)cc1Cl,-2,-15,-2,0.4,1,-1,-2,4,-8
COC(=O)Cc1c(C)nc2nc(-c3cccnc3)[nH]n2c1=O,1,-6,-2,0.6,0,-3,6,-2,-7
COc1ccc(C(=O)NCC(=O)N2CCN(C(=O)c3ccco3)CC2)cc1OC,10,13,2,-0.1,1,2,1,4,-5
CCCCc1nnc(NC(=O)CSCc2cc(=O)n3cc(C)sc3n2)s1,5,-9,5,0.8,0,-1,0,4,2
Oc1ccc(Br)cc1/C=N/Nc1ncc(-c2ccccc2)cn1,11,-7,9,0.7,2,-4,6,12,-4
Cc1ccc(Cl)cc1N1CCN(Cc2nnnn2Cc2ccco2)CC1,1,-7,-5,0.2,1,-5,9,4,-3
Cn1c(/C=N/Nc2nc3ccccc3[nH]2)nc2ccccc21,-1,-1,-3,1.5,3,-9,15,1,-4
O=C(O)c1ccc(S(=O)(=O)c2ccc3c(c2)C(=O)N(NC(=O)c2ccc(O)cc2)C3=O)cc1,-1,-10,4,0.5,1,-3,24,-8,2
Nc1nnc(CSCc2cccc(Br)c2)s1,6,1,5,-0.1,1,-2,-9,-3,-15
Cc1nn(Cc2ccccc2)c(C)c1NC(=O)CSc1nc(-c2ccccc2)nc2c1cnn2-c1ccccc1,2,-10,3,0.7,1,-3,16,0,-11
O=C1[C@@H]2[C@H](Cc3ccc(O)cc3)N[C@]3(C(=O)Nc4ccccc43)[C@@H]2C(=O)N1c1ccc(F)cc1,0,-1,-2,0.2,2,2,6,-3,2
Cn1c(COc2ccccc2)nc2ccccc21,-4,9,-5,-0.5,0,5,-12,5,8
Cc1cc(N)nc(SCC(=O)N2C(C)CCCC2C)n1 (configuration not stated),4,1,-4,0.3,2,-3,2,14,-8
CCc1cccc2c(C(=O)Cn3nnc(-c4ccc(OC)c(OC)c4)n3)c[nH]c12,-13,14,-12,9.5,20,11,6,10,6
# The list goes on:
SMILES,M4 PAM,CHO-K1 Ca antag,M5 PAM,M1 ag parental,M4 ag,CHRM5 agonist,CHO-K1 Ca PAM,CHRM5 antagonist,CHRM4 antagonist
Cc1cccc(-n2ncc3c2CCCC3NC(=O)CN2CCCC2=O)c1C (configuration not stated),4,4,10,1.0,1,2,10,-20,-2
Nc1ccccc1-n1nc2ccc3ccccc3c2n1,6,4,-2,-0.6,-1,-3,-10,16,-5
COc1ccc(CN2CCC(n3nccc3NC(=O)c3ccc4c(c3)OCO4)CC2)cc1C,10,-15,-4,2.8,7,-6,7,-10,-39
Cc1sc2nc(CN3CCN(c4ccc(O)cc4)CC3)[nH]c(=O)c2c1C,-8,2,1,2.8,1,7,10,0,6
CC(=O)c1cccc2c1OC(C)C(=O)N2Cc1ccc(Cl)cc1 (configuration not stated),8,1,-2,1.0,1,-1,9,1,-5
CC(C)(C)n1nnnc1C(c1cccnc1)N1CCN(c2ccccc2F)CC1 (configuration not stated),-1,7,2,0.0,0,3,-3,-1,8
Cc1cccc(Nc2nc(N)nc(CCl)n2)c1,-3,4,3,20*,0,-1,-3,4,-5
CN=c1sc2ccccc2n1CC(O)c1ccccc1 (configuration not stated),-2,-10,0,-0.3,0,1,8,-3,-2
CNS(=O)(=O)c1cc(-c2nnc(Nc3ccc(CC(N)=O)cc3)c3ccccc23)ccc1C,-4,-4,-8,0.1,0,-5,24,8,14
CCC(C(=O)OCC(=O)Nc1cc(C)ccc1OC)c1ccccc1 (configuration not stated),7,10,-5,-0.3,-1,-4,-9,1,-1
O=C(CN(C(=O)c1csnn1)c1ccc(F)cc1)NCCc1ccccc1,0,-15,-1,1.9,2,-3,9,8,2
CCOc1ccc(CNC(=O)CCCOc2cc(=O)n(C)c3ccccc23)cc1,7,-9,2,1.0,1,0,16,1,-2
COC(=O)c1ccc2c(=O)[nH]c(COC(=O)c3c(-c4ccccc4Cl)noc3C)nc2c1,1,-6,-2,1.3,3,-2,18,4,-10
O=C(CSc1c[nH]c2ccccc12)NC1CCCC1,3,9,-2,0.3,0,-3,-3,8,1
CCCCC(=O)Nc1ccc(C(=O)NCCc2ccc(S(N)(=O)=O)cc2)cc1,3,-2,0,0.7,3,-2,11,-5,0
Fc1cccc(CO/N=C/c2c(-c3ccccc3)nc3ccc(Cl)cn23)c1,11,-5,3,0.5,-1,-1,21,-12,-11
COc1ccccc1NC1=C(N2CCCCC2)C(=O)c2ccccc2C1=O,3,1,2,0.0,0,-3,5,-7,9
CCOc1ccc(OC(=O)c2ccc3c(=O)n4c(nc3c2)CCC4)cc1,17,3,-11,4.8,5,6,-21,10,-10
CC[C@]12c3[nH]c4cc(CCC(=O)N(C)C)ccc4c3CCN1C(=O)[C@@H](CC(=O)NCCCn1ccnc1)C[C@@H]2C(=O)N1CCN(C(=O)C2CC2)CC1,3,-8,3,1.0,0,-1,23,-4,3
COCCCNC(=O)c1ccc(N2CCOCC2)c(NS(=O)(=O)c2ccc(OC)cc2)c1,3,6,5,-0.3,0,2,3,-9,11
COc1cc(NC(=O)COC(=O)/C=C/c2ccccc2Cl)cc(OC)c1,-3,5,-1,0.0,0,0,-9,3,1
